Screening data (PubChem BioAssay)
S1P1 ag-PAM = agonists and agonism potentiators of human S1P1 receptor | P21453 | S1P1 CRE-bla cells, forskolin, beta-lactamase FRET, potentiator mode; S1P1 agonist co-added at EC20, 2 nM; 100% = saturating reference agonist, 0% = basal | activation, % at 9.5 µM | 0.57% of 56,000 active;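 active = activation above a cutoff set at the mean activation of all tested compounds plus 3 SD, cut at about 54% in these data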;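 also: forskolin at 4 µM as EC80 and the EC20 agonist is SEW2871; 100% = SEW2871 at its EC100 plus forskolin at EC80; some compounds past the cut are filed as inactive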
5HT1a antag = blocks the human serotonin 5-HT1a receptor; 0.68% of 62,000 active; AID 612; CHO 5-HT1a Ga15 NFAT-bla reporter, antagonist mode; inhibition, % at 10 µM;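 active = inhibition above the mean of all tested compounds plus 3 SD, cut at about 43% in these data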;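 also: receptor stimulated by 5-CT agonist at 100 nM near EC80; beta-lactamase reporter measured by ratiometric fluorescence of a cleavable substrate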
Target sequence (P08908 whole entry, looked up): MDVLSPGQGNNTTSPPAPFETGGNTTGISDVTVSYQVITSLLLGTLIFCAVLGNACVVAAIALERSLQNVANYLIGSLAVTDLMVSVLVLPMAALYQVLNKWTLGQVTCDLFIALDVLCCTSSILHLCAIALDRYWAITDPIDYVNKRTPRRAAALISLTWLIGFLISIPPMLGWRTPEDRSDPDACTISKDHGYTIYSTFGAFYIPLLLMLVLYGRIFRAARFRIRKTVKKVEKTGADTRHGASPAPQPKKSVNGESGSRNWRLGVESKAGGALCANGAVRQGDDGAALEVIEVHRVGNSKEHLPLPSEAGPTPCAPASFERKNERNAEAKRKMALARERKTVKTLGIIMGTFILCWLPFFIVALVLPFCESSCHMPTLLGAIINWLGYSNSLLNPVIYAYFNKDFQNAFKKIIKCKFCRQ
MMP-13 inhibitor = blocks human MMP13 activity. MMP-13 fTHP FRET cleavage, Mca fluorescence. inhibition, % at 4 µM. 0.07% of 65,000 active. AID 570;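 active = inhibition above the mean of compound-free control plate wells plus 3 SD, cut at about 14% in these data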;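 also: 0% = DMSO wells and 100% = wells with reference MMP-13 inhibitor after basal subtraction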
HTR1E agonist = 5-HT1E (human) receptor agonism; P28566; CHO 5-HT1E Ga15 NFAT-bla reporter, FRET; 0% DMSO wells, 100% control agonist wells; activation, % at 6 µM; 0.69% of 65,000 active;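 active = activation above a set limit, the screen-wide mean activation plus 3 SD, cut at about 8.5% in these data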;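 also: 100% = positive control agonist at 1 µM giving full maximal response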
Fluor 339 460 = intrinsic fluorescence of library compounds, ex339/em460 – biochemical, MLSMR library, data from DPM-DC assay, artefact control, profiling panel | compound autofluorescence, ex339/em460 nm, NADH buffer; hits give high values; 1 = no-compound wells, NADH background | fluorescence fold increase at 10 µM | 5.5% of 65,000 active;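 active = at 10 µM, mean starting fluorescence two-fold or more over control wells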;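 also: signal is the first read of a kinetic run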
S1P3 agonist = S1P3 (human) receptor agonism. AID 373. 0.1% of 60,000 active. S1P3 NFAT-BLA reporter cells, FRET ratio; relative to 1 µM S1P, basal subtracted. activation, % at 4.5 µM;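 active = activation above the screen-wide mean plus 3 SD, cut at about 4.5% in these data, passing the limit was not always enough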; also: some compounds called inactive have numbers as strong as hits
Target sequence (Q99500 whole entry, looked up): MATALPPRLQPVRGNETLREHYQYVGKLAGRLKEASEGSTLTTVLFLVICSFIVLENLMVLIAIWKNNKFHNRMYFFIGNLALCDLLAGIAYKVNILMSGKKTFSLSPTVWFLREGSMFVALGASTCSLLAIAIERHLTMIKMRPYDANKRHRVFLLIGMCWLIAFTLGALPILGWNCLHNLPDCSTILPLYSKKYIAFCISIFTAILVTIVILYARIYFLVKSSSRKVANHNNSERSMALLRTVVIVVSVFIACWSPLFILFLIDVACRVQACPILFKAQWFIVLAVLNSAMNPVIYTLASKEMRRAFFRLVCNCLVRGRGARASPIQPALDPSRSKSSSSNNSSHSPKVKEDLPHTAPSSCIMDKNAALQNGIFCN
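Assay system: stable CHO line with human S1P3, Gα16, NFAT-BLA reporter; Detection: FRET β-lactamase substrate fluorescence, excitation 405 nm, 460/535 nm emission ratio, background-subtracted; Read-out: percent activation versus median 1 µM S1P response, basal-subtracted, per plate; Incubation: cells plated overnight, compound 4 h 37 °C, substrate 2 h RT.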
HTR1E antagonist = antagonists of human 5-HT1E serotonin receptor; AID 571; inhibition, % at 6 µM; CHO 5-HT1E Ga15 NFAT-bla reporter, FRET, antagonist; 0.99% of 65,000 active; P28566;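 active = inhibition above a set limit, the mean inhibition across every tested compound plus 3 SD, cut at about 29% in these data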;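 also: signal is the 460 over 535 nm emission ratio of beta-lactamase substrate; 0% = agonist plus DMSO wells and 100% = wells without agonist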
Her2 expr inh = inhibitors of human Her2 kinase expression; AID 645; 0.69% of 65,000 active; HER2 level % of control, % at 10 µM; SKBR-3 HER2 protein level, AlphaScreen, 18-24 h; hits give low values; P04626;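 active = HER2 level under 5% of the carrier-only control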;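 also: 100% = DMSO carrier and 0% = 500 nM PU-H71 HSP90 inhibitor; lower value means stronger loss of Her2 protein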
Abs 340nm = compound absorbs light at 340 nm. compound absorbance at 340 nm, fold over control. fold change at 10 µM. 65,000 tested, under 10 active;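 active = at 10 µM dose, initial 340 nm absorbance at least 2 fold that of control wells; inactive = change under 2 fold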;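 also: initial absorbance extrapolated from kinetic A340 decline of NADH oxidation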
An asterisk follows results filed as active; · = no result given; [ ] = remark or other dose. This is a random part of the collection. Share with any hit: about 8.5%.

SMILES	S1P1 ag-PAM	5HT1a antag	MMP-13 inhibitor	HTR1E agonist	Fluor 339 460	S1P3 agonist	HTR1E antagonist	Her2 expr inh	Abs 340nm
CC1CCN(C(=S)c2ccccc2O)CC1	-1	3	-2	0.6	1	0.1	9	140	1
CCOC(=O)c1nnc2ccnn2c1N	-21	-4	4	-0.5	1	-0.6	-6	96	1
COC(=O)c1cc(NS(=O)(=O)c2ccc(OC)c(OC)c2)ccc1Cl	-11	0	3	-0.1	1.1	-0.5	-2	·	1
Cc1cccc(OCc2nc(C#N)c(NCc3ccc4c(c3)OCO4)o2)c1	·	43*	4	-0.1	1.3	·	6	60	1
COc1ccc(OC)c(-n2nnnc2SCC(=O)NCCc2ccccc2)c1	3	6	4	0.4	1.1	0.0	-2	105	1
O=C(Cc1c[nH]c2ccccc12)Nc1nccs1	17	16	3	-0.5	1.1	0.4	19	84	1
Cc1ccc(OCC(=O)N2CCCCC2)c(Br)c1	-14	-2	0	-1.0	1.1	0.0	-6	100	1.1
CCc1cc(=O)n2[nH]c(C)c(-c3ccccc3OC)c2n1	-25	22	0	0.5	1.1	-0.1	2	108	0.98
O=C(O)c1ccc(CS(=O)c2cccc(C(F)(F)F)c2)o1 (configuration not stated)	-10	5	6	-0.2	1	0.4	0	86	1
CC(=O)N1CCN(c2nc(CC(C)C)c3c(c2C#N)CCC3)CC1	0	·	-67[fluorescence artefact?]	-0.5	2.3*	-3.1	-2	112	1
Cc1nn(C)cc1CNC(=O)c1ccccc1Br	-19	7	1	-1.2	1.1	-1.0	-1	99	1.1
O=C(c1ccc(Cl)c(Cl)c1)N(Cc1ccco1)c1ccc(O)cc1	·	31	4	-1.2	1	6.5	4	88	1.1
COc1ccc(CN2C(=O)CN(C3CCCCCC3)C(=O)C2c2ccc(OC)c(OC)c2)cc1 (configuration not stated)	·	1	3	-1.5	1.1	·	7	74	0.98
Cc1cc(C)nc(-n2nc(C)cc2NC(=O)CN2CCCC(C)C2)n1 (configuration not stated)	-66	11	4	0.6	1	-0.3	23	149	1
CCC(c1nnnn1CCOC)N1CCN(Cc2ccccc2OC)CC1 (configuration not stated)	21	18	2	-2.1	1.1	-0.8	3	96	1.1
CCn1c(C)c2c(C)nnc(C)c2c1C	·	-5	3	-0.3	1.7	·	-5	163	1.1
O=C(NCc1cccnc1)c1cc(-c2ccco2)on1	-6	-4	-6	-1.5	1.1	-0.7	-1	86	1
COCCNC(=O)COc1cccc(Oc2ccccc2)c1	0	-5	4	0.0	1	-0.1	5	106	1
c1ccc(Cc2nnc3sc(-c4cccnc4)nn23)cc1	-6	1	-7	-0.1	1.1	0.1	11	73	1.1
O=S(=O)(Cc1ccccc1)NCc1cccnc1	-13	0	2	-1.0	1	0.2	-6	65	1
O=c1nc2n(c3sc4c(c13)CCC4)Cc1ccccc1-2	·	4	-41	-1.4	2.2*	·	9	20	1.1
CC(C)CCNC(=O)C1CCN(S(=O)(=O)c2ccc3c(c2)CCC(=O)N3)CC1	-14	0	5	0.1	1.1	-0.1	-10	93	1
CCN(CC)CCCNC(=O)c1cc(-c2ccc(Cl)c(Cl)c2)on1	-25	-4	-20	-0.3	1.1	-1.0	-9	85	0.99
Cc1ccccc1-c1nnc(SCc2ccc(F)cc2)o1	·	-1	-1	0.0	1.1	0.3	-7	97	1
CC(NC(=O)C(C)(C)C)c1nc2ccccc2n1C (configuration not stated)	·	-4	0	-1.1	1.1	·	9	92	1.1
CCCc1cc(=O)[nH]c(SCC(=O)N(Cc2ccccc2)C(C)C)n1	-4	2	-1	0.2	1.1	-0.5	-11	70	0.99
CCN1CCCC1CN(Cc1cc2cc(C)ccc2[nH]c1=O)C(=O)Nc1ccccc1OC (configuration not stated)	3	1	-8	-0.8	1.3	-0.4	-2	75	1.1
COc1ccccc1NC(=O)C1CC(=O)N(c2ccc(F)cc2)C1 (configuration not stated)	-2	-2	-1	2.9	1.1	1.0	3	93	1
Cc1ccc(N=C2SCCCN2C(=O)c2ccco2)cc1Cl	·	13	4	-0.9	1.1	·	-1	46	1
O=C(O)C1CC=CCC1C(=O)Nc1cccc(Cl)c1 (configuration not stated)	-4	-2	1	-0.4	1.1	-1.9	-14	107	1

Brought forward from above: 2 entries; new compounds follow.
SMILES	S1P1 ag-PAM	5HT1a antag	MMP-13 inhibitor	HTR1E agonist	Fluor 339 460	S1P3 agonist	HTR1E antagonist	Her2 expr inh	Abs 340nm
Cc1ccc(N=C2SCCCN2C(=O)c2ccco2)cc1Cl	·	13	4	-0.9	1.1	·	-1	46	1
O=C(O)C1CC=CCC1C(=O)Nc1cccc(Cl)c1 (configuration not stated)	-4	-2	1	-0.4	1.1	-1.9	-14	107	1
N#Cc1c2c(c(=S)n(-c3ccccc3)c1N)CCCC2	-31	15	-1	1.0	1.1	-1.0	-1	90	1
O=C(Oc1ccccc1)c1ccc(COC(=O)c2cnccn2)cc1	-8	-3	4	-1.0	1.1	0.5	-1	30	1.1
COc1ccccc1C1/C(=C(/O)c2ccccc2)C(=O)C(=O)N1CC(C)O (configuration not stated)	-8	0	12	-0.5	1.1	-0.1	1	86	1.1
Cc1ccc(C(=O)CSc2nnc(-c3ccccc3N)n2C)cc1	23	-13	1	0.6	1.1	-1.9	-4	129	0.99
Cc1cc(=O)oc(C)c1C(=O)Nc1cccc2nonc12	-19	·	-2	-0.1	1.1	-3.6	-4	97	1.1
O=C(Nc1ccc(Br)cc1)c1cnccn1	·	9	6	0.2	1	-0.5	-9	90	1.1
COc1cc(-c2nnc3sc(-c4ccccn4)nn23)cc(OC)c1OC	1	-14	5	0.5	1.1	-0.5	12	124	1
CCOC(=O)N1CCN(C(=O)CSc2nnc(-c3cccc(OC)c3)o2)CC1	1	-1	10	-0.2	1.2	-1.0	-2	88	0.99
COc1cccc(C(C(=O)NCc2ccco2)N(C(=O)Cn2nnc3ccccc32)C2CC2)c1OC (configuration not stated)	5	-4	1	-0.2	1	-0.4	7	109	1
COc1ccccc1N1CCN(S(=O)(=O)c2cccc3nsnc23)CC1	21	1	1	0.3	1	-1.0	-2	88	1
O=C1N2CCSC2=NC1(Nc1nccs1)C(F)(F)F (configuration not stated)	-18	-14	2	0.4	1.1	-0.2	-8	86	1.1
Cc1ccccc1-c1nc(CN2CCC(C(=O)NCCCN3CCCC3)CC2)c(C)o1	4	-11	-1	17*	1.1	-0.1	1	124	1
CCc1nnc(NC(=O)c2ccc(N3C(=O)CCC3=O)cc2)s1	4	-8	9	0.7	0.99	-0.5	1	76	1.1
COCCn1c(C)cc(C(=O)CSc2nnc(-c3cccnc3)n2-c2ccccc2F)c1C	98*	-4	-7	0.6	1.1	-0.3	-5	103	1.1
CC(=O)Nc1nc(CC(C)C)cc(-c2ccco2)c1C#N	·	6	-94[fluorescence artefact?]	0.6	2.3*	0.4	6	65	1.1
CCOC(=O)c1c(NC(C)=O)sc2c(O)cccc12	-29	-8	-4	-1.1	1.1	-0.2	2	77	1
CN1C(=O)/C(=C2\SC(=S)N(CC3CCCO3)C2=O)c2ccccc21 (configuration not stated)	-1	-9	5	0.3	1.1	-1.6	1	104	1.1
CCNC(=O)CSc1nc2cc(OC)c(OC)cc2c(=O)n1CCC1=CCCCC1	1	-8	0	-0.2	1.1	0.3	2	91	1
COc1ccc(OC)c2sc(NC(=O)c3ccc(S(=O)(=O)N(C)C)cc3)nc12	-3	3	2	0.9	1.1	0.2	-8	57	1.1
Cc1ccc(-n2c(SCn3nnc4ccccc4c3=O)nnc2-c2cccnc2)c(C)c1	2	-9	4	0.3	1.1	0.0	12	71	1
CCCCn1c(SCC(=O)Nc2nnc(C(C)C)s2)nc2c1c(=O)n(C)c(=O)n2C	-9	-7	2	-0.1	1.1	-0.8	-3	125	0.99
CCCc1[nH]nc2c1C1(CCN(C(=O)OCc3ccccc3)CC1)C(C#N)=C(N)O2	-11	-4	4	-0.4	1.1	-1.4	1	81	1
O=C(CSc1nnc(CNc2ccccc2)o1)c1ccc2c(c1)OCCO2	12	-4	-1	-0.7	1.1	0.1	-8	79	1
O=C(NCc1ccccc1)c1cc(-c2cccs2)on1	-12	12	-8	1.1	1.2	0.3	-4	84	0.97
CC(c1nnc(SCC(=O)c2c(N)n(C)c(=O)n(C)c2=O)n1-c1ccc(Cl)cc1)N(C)C (configuration not stated)	2	11	4	-0.2	1.1	-0.3	6	94	1
O=P(c1ccccc1)(c1ccccc1)C(c1ccco1)N1CCOCC1 (configuration not stated)	-16	10	1	-0.3	1	-0.1	5	102	1
CCCNC(=O)CCC(NS(=O)(=O)c1ccc(C)cc1)C(=O)NCCC (configuration not stated)	-2	-14	1	-0.3	1	-0.4	-6	97	1
CCS(=O)(=O)N1CCN(Cc2ccccc2OC)CC1	-6	-14	2	8.5	1.1	0.4	-2	96	1
CCN(CC)c1ccc(NC(=O)CN2CCN(c3ccc(F)cc3)CC2)cc1	10	-3	0	-0.5	1.1	-0.3	-5	98	1
OCCN1CCN(C(=S)c2ccc(Cl)cc2)CC1	-60	-8	1	0.3	1.1	-0.6	6	138	1.1
CC1(c2ccc(OC(F)F)cc2)NC(=O)N(CC(=O)Nc2ccc3c(c2)OCO3)C1=O (configuration not stated)	-12	13	1	1.4	1	-0.6	-18	102	1
O=C(CSc1nc2ccccc2s1)NCCCN1CCOCC1	-1	15	5	-0.9	1.1	-1.2	-2	101	1
COc1cccc(C(=O)NCCC2=CCCCC2)c1OC	-9	-5	0	-0.2	1.1	-0.5	-3	64	1
O=C(Nc1ccncc1)C1COc2ccccc2O1 (configuration not stated)	-11	-5	1	0.1	1.1	-0.7	3	88	1
O=C(CN(c1ccc2c(c1)OCCO2)S(=O)(=O)c1ccccc1)NCC1CCCO1 (configuration not stated)	·	12	5	-1.2	1.1	-1.1	-3	58	1.1
CCN(CC)CCNC(=O)c1cc2c(-c3ccc(Cl)cc3)nn(C)c2s1	-71	1	-150[fluorescence artefact?]	0.4	2.1*	-0.4	-15	95	1.1
COc1ccccc1N1CC(O)=C(c2nc3ccccc3c(=O)[nH]2)C1=N	-16	8	-40	0.1	2.5*	0.1	-3	118	1
Cc1ccc(CN2C(=O)CCC2C(=O)N2CCN(c3ccc(F)cc3)CC2)cc1 (configuration not stated)	9	-3	3	-0.7	1.1	-0.7	-2	80	1
CCn1ccc(C(=O)Nc2ccc(N(C)C(C)=O)cc2)n1	13	-11	4	-0.9	1.2	-1.4	-6	108	0.98
O=C(CN1C(=O)c2ccccc2S1(=O)=O)N1CCN(c2cccc(Cl)c2)CC1	·	-6	-2	0.5	1.1	·	2	89	1
CN(C)C(=O)c1c(-c2ccccc2)oc2ccc(O)cc12	·	7	-23	-1.2	2.2*	·	-2	102	1.1
CC1CC(=O)C2=C(C1)Nc1ccccc1N(C(=O)COc1ccccc1)C2c1ccco1 (configuration not stated)	-10	1	-7	0.1	1.3	-0.3	-13	77	1.1
CCn1c(SCC(=O)Nc2cc(C)on2)nc2c1c(=O)n(C)c(=O)n2C	-12	-6	0	-0.8	1.1	-0.9	6	85	1
